High-throughput results from PubChem BioAssay.
OX1R antag-1 – OX1R (HCRTR1) antagonists, primary screen, fluorescence, CHO/OX1R cells, Fluo-8 calcium, orexin A | inhibition, % at 5 µM | Fluo-8 calcium fluorescence | 0.43% of 330,000 active | AID 434989, 2010;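 active = inhibition above its plate's threshold, mean inhibition of all tested compounds on the plate plus 3 SD, cut at about 37% in these data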;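 also: 0% = orexin A challenge wells and 100% = SB-334867-A antagonist wells; not every result past the cut was called active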
Target sequence (O43613 whole entry, looked up): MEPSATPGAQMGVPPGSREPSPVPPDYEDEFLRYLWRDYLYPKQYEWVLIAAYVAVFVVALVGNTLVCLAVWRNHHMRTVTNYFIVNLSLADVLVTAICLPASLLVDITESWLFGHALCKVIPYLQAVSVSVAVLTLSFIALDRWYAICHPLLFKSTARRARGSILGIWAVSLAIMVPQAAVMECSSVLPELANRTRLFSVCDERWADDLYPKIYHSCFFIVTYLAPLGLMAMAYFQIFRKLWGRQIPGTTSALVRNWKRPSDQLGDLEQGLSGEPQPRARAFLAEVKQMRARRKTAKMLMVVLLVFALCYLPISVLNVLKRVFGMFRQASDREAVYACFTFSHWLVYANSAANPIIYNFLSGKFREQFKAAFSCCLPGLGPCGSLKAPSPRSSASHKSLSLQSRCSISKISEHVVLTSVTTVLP
OX1R antag-2 – antagonists of human orexin 1 receptor (OX1R) | Orexin/Hypocretin receptor type 1 (Homo sapiens), O43613 | OX1R-expressing cells, FRET antagonist read-out | inhibition, % at 6.6 µM | 1.8% of 330,000 active | AID 485270, 2010; in the data active = inhibition mostly above about 38%, no sharp cut-off; inactive = mostly below about 40%;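 also: 0% = agonist challenge alone and 100% = reference antagonist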
Starred values were filed as active, the others as inactive.

no. | SMILES | OX1R antag-1 | OX1R antag-2
1 | Cc1cnc(C(=O)NCc2ccc(F)cc2)cn1 | -9 | 15
2 | Cc1ccc(NC(=O)CSCC(=O)OC(C)C(=O)Nc2ccc(S(N)(=O)=O)cc2)c(C)c1 (centres undefined) | 6 | 26
3 | Cc1ccc(NC(=O)C/C(N)=N/OC(=O)c2ccccc2)cc1 | -30 | 11
4 | COC(=O)c1cn(CC(=O)N2C(C)CCCC2C)c2ccccc12 (centres undefined) | -11 | 37
5 | Cc1ccc2nc(/C(C#N)=C/c3ccc(O)c(O)c3)[nH]c2c1 | 13 | 22
6 | COc1ccc(Cl)cc1NC(=O)CN(C)C(=O)Cn1[nH]c(=O)c2ccccc2c1=O | -13 | 7
7 | COc1cccc(-c2cc3c(-n4cccc4)ncnc3o2)c1 | -21 | 32
8 | Nn1c(-c2ccccn2)nnc1-c1ccccn1 | 5 | -10
9 | CC(C)CCNC(=O)C1CCN(c2nc3ccccc3o2)CC1 | -25 | 10
10 | O=C1CN(C(=O)c2cc([N+](=O)[O-])ccc2Cl)C(c2ccccc2)c2cc(F)ccc2N1 (centres undefined) | -22 | 27
11 | CC(=O)NC1=NN(c2ccccc2)C(=O)C1 | 5 | 5
12 | C=CCNc1oc(-c2cccc3ccccc23)nc1C#N | 43* | 69*
13 | CC1Oc2ccccc2N(CC(=O)N2CCCCC2)C1=O (centres undefined) | -20 | 5
14 | Clc1ccccc1-c1nc2ccccc2c2nc3ccccc3n12 | -14 | 2
15 | O=C(NCC(c1ccco1)N1CCCC1)c1cc(=O)[nH]c2ccccc12 (centres undefined) | -7 | -1
16 | N#Cc1ccccc1COC(=O)CCCC1=NS(=O)(=O)c2ccccc2N1 | 1 | 2
17 | CCn1ccnc1CNC(=O)C1CCC(=O)N(Cc2cccc(C(F)(F)F)c2)C1 (centres undefined) | -15 | 6
18 | O=C(NNS(=O)(=O)c1ccc(Br)cc1)c1sccc1-n1cccc1 | -43 | 14
19 | CCOc1cc2[nH]c(=O)n(Cc3ccc(C(=O)NCCCN4CCC(C)CC4)cc3)c(=O)c2cc1OCC | -4 | 8
20 | CCOC(=O)c1c(NC(=O)C2CC(Cl)=CCC2C(=O)O)sc2c1CCCCC2 (centres undefined) | -1 | 28
21 | COc1ccc(CCN(C)C(=O)C2CCCN(C3CCN(Cc4ccccc4)CC3)C2)cc1OC (centres undefined) | -19 | 8
22 | Cc1ccc(NC(=S)/C(=C(\[O-])c2ccc(F)cc2)[n+]2ccccc2)cc1 | -21 | 24
23 | CCOC(=O)CCc1cccc2c1CCC2=O | -13 | 16
24 | Cc1ccc(C(=O)CSc2nnc(-c3ccccc3N)n2C)cc1C | -16 | 12
25 | COc1ccc(NC(=O)Nc2cccc(F)c2)c(OC)c1 | -6 | 9
26 | O=C(COc1cccc(Br)c1)Nc1ccc(N2CCOCC2)cc1N1CCOCC1 | -1 | 3
27 | O=C(Nc1nc2cc3c(cc2s1)OCCO3)c1ccc(N2C(=O)CCC2=O)cc1 | -11 | 9
28 | COc1ccc(-c2c(C#N)c(N)nc3c2CCCCCC3)cc1OC | -2 | 17
29 | CC(=O)Nc1ccc(C(=O)N(C)C(C(=O)Nc2ccccc2)c2ccccn2)cc1 (centres undefined) | -1 | -2
30 | O=C(O)c1ccc(-c2nc(-c3ccc(Cl)cc3Cl)cs2)cc1 | -13 | 11
31 | COc1ccc(C(=O)Nc2ccc(NC(=O)c3cccs3)c(OC)c2)cc1Cl | -32 | 23
32 | Cc1cccc(NC(=O)/C(C#N)=C\c2cn(CC(=O)O)c3ccccc23)c1 | 43 | 83*
33 | CCOC(=O)C(C(=O)Nc1ccc(C)cc1)C1CCCCC1 (centres undefined) | -15 | 21
34 | Cc1ccc(C(=O)Oc2ccc(-c3nnco3)cc2)o1 | -12 | 19
35 | COc1ccc(OCC(=O)Nc2cc3oc4ccccc4c3cc2OC)cc1 | 0 | -3
36 | CC(C(=O)Nc1cccc([N+](=O)[O-])c1)[n+]1ccccc1 (centres undefined) | -1 | 28
37 | C=CCN(C(=O)CCS(=O)(=O)c1cccc2nsnc12)c1ccccc1 | -11 | 47
38 | Cc1ccc(CSc2nnc(-c3ccncc3)n2CC2CCCO2)cc1 (centres undefined) | -17 | 9
39 | CCS(=O)(=O)C(=C(Nc1ccc(OC)cc1)Nc1ccc(OC)cc1)S(=O)(=O)CC | -7 | 4
40 | O=S(=O)(c1ccc(Cl)cc1)N1CCN(C(=S)Nc2ccccc2F)CC1 | -28 | 9
41 | COc1cccc(C(C(=O)NC2CCCC2)N(CCC(C)C)C(=O)CCC(=O)Nc2cc(C)on2)c1 (centres undefined) | -26 | 18
42 | Cc1ccc(C)c(C(=O)CCC(=O)Nc2ccc(F)cc2)c1 | -21 | 4
43 | O=C(NNC(=O)c1cc2ccccc2o1)c1ccc(Cl)cc1 | -10 | 16
44 | O=C(CNC(=O)c1cn2ccccc2n1)Nc1ccc(F)c(F)c1 | -21 | 14
45 | O=C(CSc1ncccn1)NC(=O)c1ccccc1 | 8 | 7
46 | COC(=O)c1ccc(CSc2nc(C)nc3c2c(=O)n(C)c(=O)n3C)o1 | -12 | 3
47 | Clc1cc(Cl)c(OCc2nc(-c3ccccn3)no2)cc1Cl | -27 | 1
48 | COCC(=O)N1CCC(Oc2ccc(C(=O)N3CCCCC3COC)cc2)CC1 (centres undefined) | 11 | -1
49 | CS(=O)(=O)N(CC(=O)N1CCCC1)c1ccccc1F | 2 | 7
50 | CSc1ccccc1NS(=O)(=O)c1ccc2c(c1)OCCO2 | 2 | 9
51 | O=C(Nc1ccc(N2CCCCC2)cc1)c1ccc(F)cc1F | -25 | 2
52 | c1ccc2c(c1)NC1(CCCC1)n1c-2nc2ccccc21 | -22 | 7
53 | CC(C)(C)C1CCC(CN2C(Nc3ccccc3)=NC[C@@H]2Cc2ccccc2)CC1 (some centres undefined) | 51 | 3
54 | Cc1cc(F)ccc1NC(=O)c1ccc(NS(=O)(=O)c2cc(C(C)(C)C)ccc2C)cc1 | -39 | 16
55 | CC(=O)Nc1ccc(O)cc1[N+](=O)[O-] | -7 | 16
56 | Cc1ccc(C)n1CCN1CCN(C(=O)CSc2nc3ccccc3nc2N2CCOCC2)CC1 | -30 | 21
57 | CCCCn1c(N)c(N(CC)C(=O)c2ccc(C#N)cc2)c(=O)[nH]c1=O | -6 | 28
58 | CCn1c(=O)c(-c2nc3ccccc3[nH]2)c(O)c2ccccc21 | -6 | 27
59 | Cc1ccc(NC(=O)CS(=O)CC(=O)N2CCN(C3CCCC3)CC2)cc1 (centres undefined) | -12 | 19
60 | CCOC(=O)C1=C(C)C(c2ccccc2OC)NC(=S)N1 (centres undefined) | -26 | 18

A second format for part of the listing above.
32. Cc1cccc(NC(=O)/C(C#N)=C\c2cn(CC(=O)O)c3ccccc23)c1
  OX1R antag-1 = 43	OX1R antag-2 = 83*

33. CCOC(=O)C(C(=O)Nc1ccc(C)cc1)C1CCCCC1 (centres undefined)
  OX1R antag-1 = -15	OX1R antag-2 = 21

New compounds follow
no. | SMILES | OX1R antag-1 | OX1R antag-2
61 | CC(NC(=O)C1(C)CC1(Br)Br)C(C)(C)C (centres undefined) | 4 | 12
62 | Cc1cc(NC(=O)C(C)SCC(=O)OCc2ccc([N+](=O)[O-])cc2)no1 (centres undefined) | -13 | 20
63 | CCN(C(=O)COc1cc(=O)n(CC)c2ccccc12)c1cccc(Cl)c1 | -31 | 47*
64 | O=c1c2[nH]c3ccccc3c2ncn1CCN1CCOCC1 | -13 | 7
65 | N#CCCn1cc(/C=N/O)c(-c2ccc(-c3ccccc3)cc2)n1 | 6 | 23
66 | CC(=O)c1cccc(N(C(=O)c2ccco2)C(C(=O)NC2CCCC2)c2ccccc2F)c1 (centres undefined) | -22 | 27
67 | O=C(CSc1nc2scc(-c3ccccc3)c2c(=O)[nH]1)N1CCOCC1 | -7 | 4
68 | CCOc1ccc2c(c1)c(N=O)c(O)n2C | -8 | 32
69 | O=S(=O)(NCc1cc(-c2ccccc2)no1)c1ccc(Cl)cc1 | -6 | 8
70 | Cc1ccc(C(=O)N2CCN(S(=O)(=O)N3CCCCCC3)CC2)cc1 | -8 | 11
71 | CCCCNC(=S)NC(C)(C)CO | -12 | 23
72 | CC(C)CCN1CCN(Cc2cccn2-c2ccccn2)CC1CCO (centres undefined) | -11 | 4
73 | COc1c(C)c2c(c(O)c1C/C=C(\C)CCC(=O)O)C(=O)OC2 | -13 | 7
74 | N#C/C(=C\c1cc([N+](=O)[O-])c(N2CCCCC2)cc1N1CCCCC1)c1nn(-c2ccccc2)c(N)c1C#N | -14 | 16
75 | Cc1ccc(C(=O)/C=C/c2ccc(-c3ccc(C)cc3)o2)cc1 | -23 | 11
76 | CCOc1ccc(NC(=O)CN(C)c2ccc(S(=O)(=O)N3CCOCC3)cn2)cc1OCC | -28 | 12
77 | CN(C)c1ccc(/C=N/NC(=O)CNC(=O)c2ccco2)cc1 | -5 | 4
78 | C=C(C)Cn1c(C)cc(C)c(S(=O)(=O)c2ccc(C)cc2)c1=O | -51 | 11
79 | S=c1[nH]nc(COc2ccccc2)n1/N=C/c1ccco1 | -23 | 5
80 | Cc1cc(C(=O)CSc2nnc(-c3ccccc3)n2C)c(C)n1C | -16 | 7
81 | CCOC(=O)N1CCC(NS(=O)(=O)c2cc3c(cc2Cl)NC(=O)CO3)CC1 | -26 | 24
82 | CC1=C(C(=O)Nc2ccccc2)C(c2ccc(C)o2)N2C(=O)CSC2=N1 (centres undefined) | -46 | 18
83 | CC1C/C(=N/N2C(=O)CSC2=S)CC(C)(C)C1 (centres undefined) | -1 | 8
84 | CC(C)CCNC(=O)Cc1csc(-c2ccccc2)n1 | -3 | 30
85 | COc1ccccc1CCNC(=O)C1CCC(=O)N(C2CC2)C1 (centres undefined) | -8 | 13
86 | COc1ccc(CNCCC(c2ccc(OC(C)C)cc2)c2ccccc2OC)cc1OC (centres undefined) | -16 | 10
87 | O=C(NCCCCNC(=O)c1ccc(Cl)s1)c1ccc(Cl)s1 | -19 | 12
88 | CC1=C(C(=O)N2CCOCC2)C(c2ccc(OC(F)F)cc2)NC(=S)N1c1ccccc1 (centres undefined) | -19 | 16
89 | NC(=O)Cn1c(-c2nonc2N)nc2ccccc21 | -30 | 10
90 | Clc1ccc(-c2csc(N3CCC(c4ccccc4)C3)n2)cc1 (centres undefined) | -12 | 12
91 | CCCc1nc(SCC(=O)Nc2ccc(N3CCOCC3)cc2)c2ccccc2n1 | -7 | 11
92 | S=C(Nc1ccccc1Cl)N1CCCCC1 | -1 | 8
93 | CCN1CCN(CCCNC(=O)C2c3ccccc3C(=O)N(c3ccc(OC)cc3)C2c2ccc(OC)cc2)CC1 (centres undefined) | 8 | 25
94 | Cc1ccc(C2C3=C(CC(C)(C)CC3=O)OC3=C2C(=O)CC(C)(C)C3)cc1 | -21 | 10
95 | COc1cccc2c(=O)n(CC(=O)NCCc3ccccc3)ccc12 | -10 | 25
96 | Cc1cc(NC(=O)CSc2nnc(-c3ccncc3)n2C)n(-c2ccccc2)n1 | 14 | 4
97 | CC1CCCCN1S(=O)(=O)c1cccc(S(=O)(=O)N2CCOCC2)c1 (centres undefined) | -16 | -5
98 | Cc1sc2ncnc(NCc3cccs3)c2c1C | 3 | 28
99 | CCC(=O)Nc1ccc(N2CCN(S(C)(=O)=O)CC2)cc1 | -1 | 35
100 | N#CC1=C(N)Nc2ncnn2C1c1ccccc1 (centres undefined) | -3 | 7
101 | Cc1ccc(N2C(=O)C3CC(c4ccccc4)=C4C5C=CC(C6C(=O)N(c7ccc(C)cc7)C(=O)C56)C4C3C2=O)cc1 (centres undefined) | -31 | 19
102 | Cc1ccc(NC(=O)c2ccc(S(=O)(=O)N3CCOCC3)cc2)c(C)c1 | 0 | 5
103 | CCN1CCN(c2cc(C(C)(C)C)nc3c(-c4ccccc4)c(C)nn23)CC1 | -11 | 9
104 | COc1ccc(NC(=O)CCCn2cc([N+](=O)[O-])cn2)cc1 | -3 | 13
105 | CC(=O)c1sc2nc(-c3ccco3)ccc2c1N | -5 | 22
106 | Cc1ccc(CC(=O)Nc2ncc([N+](=O)[O-])s2)cc1 | -10 | 40*
107 | O=C(Nc1ccc([N+](=O)[O-])cc1)c1cncc(Br)c1 | -15 | 18
108 | CC(=O)Nc1ccc(S(=O)(=O)N2CCN(C(=O)N3CCCC3)CC2)cc1 | -9 | 27
109 | N#Cc1ccc(C(=O)NCC(c2ccco2)N2CCCC2)cc1 (centres undefined) | -20 | 11
110 | CCC(NC(=O)Nn1cnnc1)(C(F)(F)F)C(F)(F)F | -17 | 5
111 | N/C(=N\OC(=O)Cc1ccccc1)c1ccccn1 | -2 | 10
112 | NC(=O)C1CCN(c2ccc(S(=O)(=O)N3CCCCC3)cc2[N+](=O)[O-])CC1 | 10 | 19
113 | CCCCn1c(N)c(N(CCOC)C(=O)c2ccc(Cl)c(S(=O)(=O)N3CCCC3)c2)c(=O)[nH]c1=O | -4 | 19
114 | O=C(COc1ccccc1)N1CCN(C(=O)c2cccc(F)c2)CC1 | -13 | 20
115 | O=C(NC(=S)NC1CCSC1=O)c1ccccc1F (centres undefined) | -7 | 47
116 | COC(=O)c1ccc(Cl)c(NC(=O)Cc2ccccc2[N+](=O)[O-])c1 | -28 | 17
117 | O=C(Nc1ccc([N+](=O)[O-])cn1)C1CC2CCC1C2 (centres undefined) | -2 | 16
118 | COc1ccc(CCN2C(=S)N(c3ccccc3)C(=O)C2CC(=O)O)cc1OC (centres undefined) | -10 | 7
119 | Cc1cccc(C)c1NC(=O)COC(=O)[C@@H]1CCCN1C(=O)c1cccs1 | -6 | 4

Profiles, quoted from the list. Values in the order: OX1R antag-1, OX1R antag-2
CCC(NC(=O)Nn1cnnc1)(C(F)(F)F)C(F)(F)F across the screens: -17, 5
Nn1c(-c2ccccn2)nnc1-c1ccccn1 across the screens: 5, -10
Cc1ccc(NC(=O)c2ccc(S(=O)(=O)N3CCOCC3)cc2)c(C)c1 across the screens: 0, 5
Cc1ccc(N2C(=O)C3CC(c4ccccc4)=C4C5C=CC(C6C(=O)N(c7ccc(C)cc7)C(=O)C56)C4C3C2=O)cc1 (centres undefined) across the screens: -31, 19
O=C(Nc1ccc([N+](=O)[O-])cn1)C1CC2CCC1C2 (centres undefined) across the screens: -2, 16
